# Anthrax LF inh2 = anthrax lethal factor protease inhibition | P15917 | multiplex microsphere protease cleavage assay, LF | inhibition, % at 10 µM | 0.12% of 360,000 active; further: plate controls were buffer without enzyme for full effect and enzyme alone for no effect
# BoNT-A LC inh2 = BoNT A light chain protease inhibition; multiplex microsphere protease substrate cleavage, flow cytometry; inhibition, % at 10 µM; 0.17% of 360,000 active; AID 588499; further: plate controls were buffer without enzyme for full effect and enzyme alone for no effect
# SARS 3CLpro inh = SARS-CoV 3CLpro protease inhibition; P0C6X7; recombinant SARS-CoV 3CLpro, quenched FRET peptide cleavage; 0.14% of 290,000 active; inhibition, % at 6 µM; in the data active means inhibition above about 12%
# BoNT-F LC inh = BoNT F light chain protease inhibition; Multiplex microsphere protease cleavage assay, flow cytometry; inhibition, % at 10 µM; 0.22% of 360,000 active; AID 588497; in the data active means inhibition above about 35%, passing the limit was not always enough; further: plate controls were buffer without enzyme for full effect and enzyme alone for no effect
# PrPC surface inh = inhibitors of human cell surface prion protein PrPC; P04156; TR-FRET read-out; inhibition, % at 13.8 µM; 0.43% of 370,000 active; AID 720596; in the data active means inhibition above about 24%; further: 0% = median of the test wells and 100% = reference compound wells
# MazF activator = increases E. coli MazEF RNase cleavage of RNA; FAM/BHQ RNA-DNA oligo cleavage fluorescence, 5 h; 0.32% of 350,000 active; activation, % at 20 µM; in the data active means activation above about 50%
# Target sequence (P0AE70 whole entry, looked up): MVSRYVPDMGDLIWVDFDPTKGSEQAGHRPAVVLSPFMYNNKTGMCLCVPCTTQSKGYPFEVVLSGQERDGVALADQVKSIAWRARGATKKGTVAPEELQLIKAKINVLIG
# CCHF vOTU inh = blocks the CCHF virus ovarian tumor domain protease | CCHFV vOTU protease, Pep-AMC fluorescence | inhibition, % at 11.5 µM | 0.55% of 370,000 active; in the data active means inhibition above about 30%; further: 0% = vehicle wells with enzyme and 100% = no enzyme wells
# SSB-PriA inh = inhibitors of Klebsiella pneumoniae PriA binding to SSB C-terminal tail; AlphaScreen SSBct-PriA binding, biotinylated peptide; 0.6% of 430,000 active; inhibition, % at 33 µM; in the data active means inhibition mostly above about 37%, no sharp cut-off; inactive means mostly below about 20%;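 further: plate controls were negative control peptide for no effect and reference peptide for full effect; strong numbers were not always called active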
# Rv3671c inh = inhibitors of M. tuberculosis serine protease Rv3671c | P9WHR9 | inhibition, % at 5.96 µM | 0.048% of 320,000 active; in the data active means inhibition above about 38%;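 further: extracellular domain of Rv3671c used as enzyme; 0% = enzyme with DMSO and 100% = no enzyme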
# Target sequence (P9WHR9 whole entry, looked up, the tested form may be a part): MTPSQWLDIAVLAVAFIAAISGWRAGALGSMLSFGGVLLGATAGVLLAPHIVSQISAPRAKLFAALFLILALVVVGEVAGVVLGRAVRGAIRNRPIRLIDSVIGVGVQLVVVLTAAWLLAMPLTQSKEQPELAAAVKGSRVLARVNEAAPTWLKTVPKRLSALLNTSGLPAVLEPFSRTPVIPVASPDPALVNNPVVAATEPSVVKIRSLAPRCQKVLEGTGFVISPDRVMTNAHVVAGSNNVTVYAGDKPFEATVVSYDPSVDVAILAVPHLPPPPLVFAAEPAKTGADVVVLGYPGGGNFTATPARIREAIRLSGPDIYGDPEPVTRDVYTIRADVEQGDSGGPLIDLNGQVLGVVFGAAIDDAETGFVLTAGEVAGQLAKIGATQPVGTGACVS
# DUSP3 inh = blocks human VHR1 dual specificity phosphatase; recombinant VHR phosphatase, pNPP absorbance; inhibition, % at 13.3 µM; 0.52% of 290,000 active; AID 1654; in the data active means inhibition above about 50%; further: some compounds called inactive have numbers as strong as hits
# Target sequence (P51452 whole entry, looked up): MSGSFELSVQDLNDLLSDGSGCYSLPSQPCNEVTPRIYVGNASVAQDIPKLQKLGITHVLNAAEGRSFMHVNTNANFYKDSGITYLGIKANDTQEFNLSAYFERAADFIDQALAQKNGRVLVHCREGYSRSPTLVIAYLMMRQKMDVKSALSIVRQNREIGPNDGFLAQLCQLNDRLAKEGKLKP
# * hit, by the source's call; x = no result given. Unless noted, no stated cut-off is given here; in the data, active means inhibition above about 30%; inconclusive means no clear call, values can overlap the other calls; inactive means below that. Some of the compounds tested; count on the stated rates, not on these rows.
# Start of the listing, in advance:
SMILES,Anthrax LF inh2,BoNT-A LC inh2,SARS 3CLpro inh,BoNT-F LC inh,PrPC surface inh,MazF activator,CCHF vOTU inh,SSB-PriA inh,Rv3671c inh,DUSP3 inh
CCCCNC(=S)NC(=O)c1ccccc1Br,0,-1.2,-2,-5,-1,6,-1,-12,-6,-7
CC1CN(C(=O)c2cc3cc(Cl)cc(Cl)c3oc2=O)CC(C)O1 (centres undefined),2,1.8,10,29,14,-9,7,-17,2,0
C=CCn1c(=O)c2ccccc2n2c(SC(C)C(N)=O)nnc12 (centres undefined),2,-2.0,-1,-1,24,3,-12,3,2,x
Cn1nnnc1SCC(=O)Nc1ncc(C(F)(F)F)cc1Cl,-5,-0.5,x,2,7,0,-5,2,10,x
CCc1ccc(/C=C2/C(=O)NC(=O)N2C(C)=O)cc1,2,-2.8,-1,4,-9,-22,9,6,7,11

# Main list (from the top)
SMILES,Anthrax LF inh2,BoNT-A LC inh2,SARS 3CLpro inh,BoNT-F LC inh,PrPC surface inh,MazF activator,CCHF vOTU inh,SSB-PriA inh,Rv3671c inh,DUSP3 inh
CCCCNC(=S)NC(=O)c1ccccc1Br,0,-1.2,-2,-5,-1,6,-1,-12,-6,-7
CC1CN(C(=O)c2cc3cc(Cl)cc(Cl)c3oc2=O)CC(C)O1 (centres undefined),2,1.8,10,29,14,-9,7,-17,2,0
C=CCn1c(=O)c2ccccc2n2c(SC(C)C(N)=O)nnc12 (centres undefined),2,-2.0,-1,-1,24,3,-12,3,2,x
Cn1nnnc1SCC(=O)Nc1ncc(C(F)(F)F)cc1Cl,-5,-0.5,x,2,7,0,-5,2,10,x
CCc1ccc(/C=C2/C(=O)NC(=O)N2C(C)=O)cc1,2,-2.8,-1,4,-9,-22,9,6,7,11
Cc1cc(=O)n2nc(N3CCCC(C(=O)NCc4ccco4)C3)sc2n1 (centres undefined),-6,-0.3,-7,-1,-2,4,-3,-6,3,-4
CN(c1ccc(C(=O)NCCC2=CCCCC2)cc1)S(C)(=O)=O,1,0.1,3,3,-3,3,6,-18,2,14
Nc1nc2n(n1)C(c1ccccc1Cl)CC(c1ccc(F)cc1)N2 (centres undefined),-1,0.4,-6,-3,3,8,-24,7,3,13
NC1=NS(=O)(=O)NC1c1cccc(F)c1 (centres undefined),-5,0.2,-3,0,4,-7,3,-7,5,8
COc1ccc(C(=O)c2[nH]c(N)c(C(=O)NCCc3c[nH]c4ccccc34)c2-c2ccc(Cl)c(F)c2)cc1,-5,0.2,x,6,-6,x,17,x,x,x
COc1ccc(NC2c3ccccc3C(=O)N2c2cccnc2)cc1Cl (centres undefined),-6,-0.1,4,-6,11,4,4,-15,-3,-1
COc1ccc(-c2ccc(-c3nnn(CC(C)=O)n3)cc2)cc1,-3,1.0,-7,1,6,0,1,-7,4,20
Cc1ccc(NC(=O)CN2CCC(C(N)=O)CC2)cc1[N+](=O)[O-],-8,0.1,2,-3,-33,7,-8,-3,1,5
CCOC(=O)C1=C[C@@H](c2ccccc2)N(S(=O)(=O)c2ccc(C)cc2)[C@H]1c1cccc(Cl)c1,-8,-0.9,x,1,3,x,11,x,x,x
CCOC(=O)c1ccc(NS(=O)(=O)c2ccc(SC)cc2)cc1,0,0.4,9,5,3,3,10,-10,-4,-8
O=C(NCc1ccccc1F)C(=O)NCC1CCCN1S(=O)(=O)c1ccccc1 (centres undefined),-2,0.8,x,11,1,-9,-4,-13,-4,x
COc1ccc(/C=N/OCC(=O)N2CC3(C)CC2CC(C)(C)C3)cc1 (centres undefined),-4,-0.3,2,-2,-5,-3,12,x,-7,38
CN1OC[C@@H]2CN(C(=O)CCc3ccccc3)[C@H](c3ccccc3Br)C[C@@H]21,-1,0.3,x,1,4,x,-10,x,x,x
Cc1ccccc1NC(=O)C(C)Sc1nnc(CN2CCCC2)n1Cc1ccccc1 (centres undefined),6,-0.2,x,1,-4,5,-14,x,x,x
O=C(NCc1ccc2c(c1)OCO2)c1nn2cccnc2c1Cl,5,-1.2,-2,-2,-8,1,7,-20,-8,4
CC(C)OC(=O)c1ccc(NC(=O)c2cccc(-n3cnnn3)c2)cc1,-1,-1.4,x,5,-6,5,-2,-22,-23,x
COc1cccc(-n2c(C)nnc2SCC#N)c1,-1,-1.3,2,-2,9,-5,17,-7,-2,-4
N#Cc1nc(-c2ccc([N+](=O)[O-])cc2)oc1N1CCCCC1,3,-1.5,2,19,-1,-16,5,8,-6,x
CCOC(=O)C1CCCN(C(=O)c2cccc(C(F)(F)F)c2)CC1 (centres undefined),1,-0.8,x,-2,-10,x,-2,x,x,x
CC(=O)Nc1ccc(S(=O)(=O)NCC2CCC(C(=O)NCCC3=CCCCC3)CC2)cc1 (centres undefined),0,0.2,2,-1,-3,-36,4,9,-6,15
CSc1cccc(NC(=O)CC(C)n2ccnc2)c1 (centres undefined),-2,-2.1,4,13,1,2,-19,-8,4,1
CCOc1ccc(-c2nnc(N3CCOCC3)c3ccccc23)cc1,-2,2.1,3,3,-10,3,13,-5,x,23
COCCCNC(=O)c1ccc2c(c1)CCN2S(C)(=O)=O,2,3.9,1,3,8,9,-2,-5,-8,-14
COc1ccccc1NS(=O)(=O)c1cc(NC(=O)c2cc(F)c(F)c(F)c2F)ccc1N1CCOCC1,3,-0.3,x,-2,-5,-7,22,-4,-120,x
Cc1ccc(C(=O)N2CC(C)OC(C)C2)cc1S(=O)(=O)N1CCCCC1 (centres undefined),3,-0.2,x,0,-3,2,2,-4,8,x
CS(=O)(=O)N(Cc1ccccc1)c1ccc(C(=O)Nc2ccc3c(c2)OCO3)cc1,-2,0.4,-3,24,3,15,-1,-14,3,14
COc1ccc(-n2nc(C(=O)NCC(=O)N3CCN(c4ccccc4OC)CC3)c3ccccc3c2=O)c(OC)c1,1,-6.0,2,-22,-3,9,6,7,4,20
CCCc1cc(C(=O)Cc2ccc(F)cc2)c(O)cc1O,-2,1.0,9,3,6,-6,22,-8,-7,-12
COc1ccccc1N1CCN(CCN(C(=O)c2ccc(F)cc2)c2ccccn2)CC1,-4,-0.2,x,-8,0,-2,6,5,-6,x
Cn1c(=O)c2c(nc(Oc3ccccc3Br)n2C)n(C)c1=O,0,-1.4,2,18,1,9,-9,0,x,10
C/C(=N\OCC(=O)Nc1ccccc1C(=O)O)c1cccs1,-7,-0.7,4,-4,7,-5,-14,x,9,-17
COc1ccc(NC(=O)Nc2ccc3c(c2)C(=O)N([C@H](C)CO)C[C@H](C)[C@@H](CN(C)C(=O)Nc2ccc(OC)cc2)O3)cc1,-6,0.2,x,6,0,5,-2,4,1,x
CCc1ccc(CNC(=O)C2CCN(S(=O)(=O)N3CCC4(CC3)OCCO4)CC2)cc1,-4,-1.1,0,-5,9,-5,-5,-6,-9,1
CCNc1nc(NC(C)C)nc(N(C#N)CCOc2ccc(Cl)cc2Cl)n1,-2,0.4,2,3,10,0,4,-25,-14,14
Cc1ccc(-n2ncc3c(=O)n(CC(N)=O)cnc32)cc1,-1,4.8,-3,-29,-1,2,0,-2,0,20
COc1cc(OC)c(OC)cc1CNCc1ccco1,1,-4.1,0,-19,-3,8,-3,-2,-2,23
COc1ccc(CN(CC(=O)NCc2ccccc2)C(=O)CCC(=O)Nc2ccccn2)cc1,-7,-3.8,-2,-11,-7,-8,10,-3,-2,-8
COc1ccc(CNC(=O)COC(=O)Cc2ccc(Br)cc2)cc1,0,-0.4,x,-10,-3,5,11,-3,-7,x
N=c1sccn1CC(=O)Nc1ccc2c(c1)CCC2,-2,1.0,-1,6,-4,3,17,-2,10,15
CCCCOC(=O)c1cc(=O)[nH]c2ccc(C)cc12,-1,-0.6,3,-10,-3,0,0,0,2,17
CCOC(=O)N1CCC(N2CC34C=CC(O3)C(C(=O)Nc3ccc(OCC)cc3)C4C2=O)CC1 (centres undefined),-7,-0.5,-3,8,-5,3,28,-6,-4,13
Cc1noc(C)c1COc1ccccc1C(=O)NCCc1ccccc1,-7,2.4,x,-11,2,1,-3,2,x,x
CCCNS(=O)(=O)c1ccc(OCC(=O)N2CCN(Cc3ccc4c(c3)OCO4)CC2)c(C)c1,2,3.2,x,10,5,-12,1,-31,12,x
C1=CC2C3C=CC(C3)C2C1 (centres undefined),2,-0.7,x,-5,9,5,-2,11,-6,x
CCOc1ccc(CC(=O)NNC(=S)Nc2ccc(OC)c(OC)c2)cc1,-10,0.1,3,-3,6,10,-4,-11,9,15

# Some of the entries so far, with two lines to a compound:
# Fields – Anthrax LF inh2, BoNT-A LC inh2, SARS 3CLpro inh, BoNT-F LC inh, PrPC surface inh, MazF activator, CCHF vOTU inh, SSB-PriA inh, Rv3671c inh, DUSP3 inh
CCOC(=O)N1CCC(N2CC34C=CC(O3)C(C(=O)Nc3ccc(OCC)cc3)C4C2=O)CC1 (centres undefined)
  -7, -0.5, -3, 8, -5, 3, 28, -6, -4, 13
N=c1sccn1CC(=O)Nc1ccc2c(c1)CCC2
  -2, 1.0, -1, 6, -4, 3, 17, -2, 10, 15

# (continued)
SMILES,Anthrax LF inh2,BoNT-A LC inh2,SARS 3CLpro inh,BoNT-F LC inh,PrPC surface inh,MazF activator,CCHF vOTU inh,SSB-PriA inh,Rv3671c inh,DUSP3 inh
CCN(CC)CCCNC(=O)Cn1ccc2ccccc2c1=O,-8,-0.2,5,-8,-10,6,12,1,9,5
COCCOC(=O)c1[nH]c2c(c1C)C(=O)CC(c1ccc(OC)c(OC)c1)C2 (centres undefined),-4,0.5,-3,-2,7,0,-20,-9,-8,-5
O=C1C(Nc2ccccc2)=C2CCCC=C2N1c1ccccc1,-4,-0.1,2,-2,-2,7,-6,-7,-5,-18
CC1CC(C)CN(S(=O)(=O)c2cc3c4c(c2)C(C)C(=O)N4CCC3)C1 (centres undefined),-1,1.7,1,5,0,5,-6,-5,-7,-4
O=C(O)CCCn1cc(NC(=O)COc2ccc(F)cc2)cn1,3,1.8,-4,3,-4,2,-15,-8,2,-14
Cc1ccc(NS(=O)(=O)c2ccc(C(=O)NC3CCN(Cc4ccccc4)CC3)cc2)cc1,-1,-1.5,x,-11,-7,6,19,4,1,x
O=C1c2ccccc2[C@@H]2CC(O)C(O)CCN12 (some centres undefined),-5,-0.4,x,-1,2,-1,0,0,x,x

# Screening data: PubChem BioAssay, several laboratories
